ANO1 activ = activators or potentiators of mouse TMEM16A chloride channel | Q8BHY3 | HEK293 TMEM16A/YFP-H148Q/I152L, iodide quench fluorescence; stronger effect = lower value | B-score at 10 µM | actives 0.3% (n = 340,000) | AID 623877;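 active = fluorescence-ratio B-score plate-corrected deviation score at least 3 library SD below zero, with starting fluorescence score within 5 deviations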;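 note: channel opened by trigger with iodide after compound preincubation; score built on the fluorescence ratio of max minus min over baseline; more negative score means more quench and so TMEM16A activation or potentiation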
Target sequence (Q8BHY3 whole entry, looked up): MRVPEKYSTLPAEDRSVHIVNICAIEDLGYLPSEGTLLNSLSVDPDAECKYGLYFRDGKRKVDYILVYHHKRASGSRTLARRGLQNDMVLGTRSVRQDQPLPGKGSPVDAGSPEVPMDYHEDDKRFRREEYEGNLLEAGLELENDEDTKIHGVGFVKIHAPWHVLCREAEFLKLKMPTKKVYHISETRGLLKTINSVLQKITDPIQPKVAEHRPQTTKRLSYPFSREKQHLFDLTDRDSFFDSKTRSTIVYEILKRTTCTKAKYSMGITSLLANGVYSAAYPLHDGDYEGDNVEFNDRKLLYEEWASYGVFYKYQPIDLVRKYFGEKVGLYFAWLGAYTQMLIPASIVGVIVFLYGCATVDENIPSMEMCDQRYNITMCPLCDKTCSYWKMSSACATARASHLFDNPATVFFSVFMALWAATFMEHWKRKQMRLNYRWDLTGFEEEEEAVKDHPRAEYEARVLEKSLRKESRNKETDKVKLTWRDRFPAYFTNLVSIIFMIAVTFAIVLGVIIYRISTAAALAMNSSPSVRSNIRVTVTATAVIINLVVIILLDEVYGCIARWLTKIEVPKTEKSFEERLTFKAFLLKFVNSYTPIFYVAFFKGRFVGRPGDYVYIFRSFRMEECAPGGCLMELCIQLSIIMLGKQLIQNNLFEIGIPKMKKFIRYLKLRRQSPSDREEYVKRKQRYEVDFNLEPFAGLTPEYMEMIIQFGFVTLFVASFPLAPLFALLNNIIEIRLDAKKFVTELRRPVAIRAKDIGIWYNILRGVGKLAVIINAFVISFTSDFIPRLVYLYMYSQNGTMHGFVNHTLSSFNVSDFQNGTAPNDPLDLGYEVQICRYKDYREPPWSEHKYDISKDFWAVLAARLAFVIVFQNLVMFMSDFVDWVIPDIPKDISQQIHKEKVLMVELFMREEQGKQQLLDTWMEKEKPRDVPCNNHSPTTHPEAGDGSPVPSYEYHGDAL
Numbers without * were called inactive; i = inactive. An excerpt, so the mix of outcomes need not match the whole.

Molecule	ANO1 activ
CCOC(=O)c1c(C)[nH]c(C(=O)COC(=O)c2c(CC)noc2C)c1C	i
CS(=O)(=O)c1cccc(C(=O)Nc2ccc(S(=O)(=O)N3CCCCC3)cc2)c1	i
COc1ccc(-c2ccc3c(c2)c(C#Cc2ccsc2)c(-c2cc(OC)cc(OC)c2)n3C)cc1	i
COc1ccc(Cl)cc1C(=O)NNC(=O)c1cc2ccccc2o1	i
O=C(COC(=O)c1ccc(S(=O)(=O)N2CCOCC2)cc1)Nc1ccccc1F	i
COc1ccccc1S(=O)(=O)Nc1ccc2nc(C)sc2c1	i
Cc1ccccc1C(=O)Nc1cc(S(=O)(=O)N2CCOCC2)ccc1N1CCN(C)CC1	i
CN(C(=O)C1CCCN1S(=O)(=O)c1ccc(Cl)cc1)c1ccccc1 (centres undefined)	i
CCc1ccc(OCCNc2cc(N3CCNC(C)C3)ccc2[N+](=O)[O-])cc1 (centres undefined)	i
O=C(OCC#CCSc1nnc(-c2cccc3ccccc23)o1)c1ccc2ccccc2c1	i
CSc1ncnc2c1ncn2CC(=O)C1CCC2C3CCC4=CC(=O)CCC4(C)C3CCC12C (centres undefined)	i
C[C@@H]1CN([C@@H](C)CO)C(=O)c2cccc(NS(=O)(=O)c3cccs3)c2O[C@H]1CN(C)Cc1ccc(C(F)(F)F)cc1	i
O=C(COc1ccccc1)c1ccccc1	i
CC1CCCN(CC(=O)Nc2cc(S(=O)(=O)N3CCOCC3)ccc2N2CCCC2)C1 (centres undefined)	i
CCC(=O)c1ccc(OCC(=O)Nc2nc(C)cs2)cc1	i

The list goes on (two carried over from the part before).
Molecule	ANO1 activ
CC1CCCN(CC(=O)Nc2cc(S(=O)(=O)N3CCOCC3)ccc2N2CCCC2)C1 (centres undefined)	i
CCC(=O)c1ccc(OCC(=O)Nc2nc(C)cs2)cc1	i
O=C(COc1cccnc1[N+](=O)[O-])Nc1cc(Cl)ccc1Cl	i
CCN1CCN(c2ccc(NC(=O)c3cc4ccccc4cc3OC)cc2C)CC1	i
CC(=NNC(=S)N1CC2CCC(CC2)C1)c1cnccn1	i
CCN(CC)c1ccc(S(=O)(=O)N2CCCCC2)cc1NC(=O)CSCc1c(C)noc1C	i
Cc1ccc(SCC(=O)NNC(=O)CCS(=O)(=O)c2ccccc2)cc1	i
CCN1C(=O)[C@H]2[C@@H](c3ccc(-c4ccc(C(C)=O)cc4)c(OC)c3)N3CCCC[C@@]3(C(=O)OC)[C@H]2C1=O	i
COc1ccccc1N1CC(C(=O)NCCN2C(=O)S/C(=C\c3cccnc3)C2=O)CC1=O (centres undefined)	i
O=C1N[C@H](Cc2ccccc2)COC(=O)[C@@H](Cc2ccc(F)cc2)C/C=C\C[C@H]1CC(=O)N(CCO)Cc1ccccc1	i
O=C(OCC(=O)c1ccc[nH]1)c1ccc([N+](=O)[O-])cc1	i
NC(=O)c1ccc(NS(=O)(=O)c2ccc(Br)s2)cc1	-20.7*
Cc1cc(NS(=O)(=O)c2ccc(NC(=O)COc3ccc(C#N)cc3)cc2)nc(C)n1	i
Cc1cnc(C(=O)OCC(=O)Nc2ccccc2[N+](=O)[O-])cn1	i
COc1cc(C(=O)COC(=O)C2CCCCC2)cc(OC)c1OC	i
CCN(CC)CCNC(=O)c1ccc(NC(=O)c2cccc(S(=O)(=O)N3CCc4ccccc43)c2)cc1	i
O=[N+]([O-])c1ccc2c(c1)-c1ccccc1C2=NO	i

(continued)
Molecule	ANO1 activ
CC(Sc1nnc(C(C)Oc2ccccc2F)o1)C(=O)NCc1ccc2c(c1)OCO2 (centres undefined)	i
CCCCn1c(N)c(N(CC(C)C)C(=O)CSc2nn(-c3ccc(F)cc3)c(=S)s2)c(=O)[nH]c1=O	i
COc1cc(C(=O)N[C@H](C(=O)OCC(=O)NC2CCCCCC2)C(C)C)cc(OC)c1OC	i
C[C@H](CO)N1C[C@H](C)[C@@H](CN(C)C(=O)Nc2ccc(C(F)(F)F)cc2)Oc2c(NS(=O)(=O)c3cccs3)cccc2C1=O	i
O=C(CCNS(=O)(=O)c1ccccc1)NCCCc1ccccc1	i
CCc1ccc(OCc2nnc(-c3ccccc3Br)o2)cc1	i
Cc1ccc2ccc3cccc4ccc1c2c34	i
C=CCC[C@@H](Cc1ccc(F)cc1)C(=O)OC[C@@H](NC(=O)[C@@H](CC=C)CC(=O)N[C@H](CO)Cc1ccccc1)C(C)(C)C	i
O=C(O)c1ccc(/C=N/NC(=O)c2cc3ccccc3cc2O)cc1	i
CNc1nnc(SCC(=O)c2c(N)n(C3CC3)c(=O)[nH]c2=O)s1	i
Cc1cc(Cl)ccc1NC(=O)COC(=O)c1c(C)noc1C	i
CN(c1ccccc1)S(=O)(=O)c1cc(C(=O)NCCCn2ccnc2)ccc1Cl	i
Cc1nn(C)c(C)c1NS(=O)(=O)c1ccc(Cl)s1	i
CCOc1cc(/C=C(/C#N)c2ccc(Cl)cc2)cc(Cl)c1OCC(=O)O	i
COC(=O)C12OCC34C(CC5C(C)=C(O)C(=O)CC5(C)C3C(O)C1O)OC(=O)C(OC(=O)C=C(C)C)C24 (centres undefined)	i

Other entries
Molecule	ANO1 activ
CCOC(=O)C1=C(COC(=O)CCNS(=O)(=O)c2ccc(C)c(C)c2)NC(=O)NC1C (centres undefined)	i
COc1ccc(C(C)=NNc2ccc([N+](=O)[O-])cc2S(=O)(=O)Nc2ccccc2C(=O)O)c(OC)c1	i
Oc1ccccc1C=NNC(=S)NN=Cc1ccccc1O	i
CSc1ccccc1NC(=O)COC(=O)Cn1cc(C(F)(F)F)ccc1=O	i
Cc1ccc(S(=O)(=O)CCC(=O)OCc2nnc(-c3ccccc3Br)o2)cc1	i
O=C(COC(=O)c1ccc(F)cc1Cl)Nc1cccc(S(=O)(=O)N2CCOCC2)c1	i
CCC(C)c1ccccc1N1CC(C(=O)Nc2ccc(N3CCOCC3)cc2)CC1=O (centres undefined)	i
NS(=O)(=O)c1ccc(CCNC(=O)CN2C(=O)NC(c3ccccc3)(c3ccccc3)C2=O)cc1	i
CC1(c2cccc(Br)c2)NC(=O)N(CC(=O)N2CCN(C(=O)c3ccco3)CC2)C1=O (centres undefined)	i
CCc1ccc2nc(NC(=O)CN3C(=O)NC4(CCCC4)C3=O)sc2c1	i
COc1ccc(CNC(=O)COC(=O)/C=C/c2cccc(Cl)c2)cc1	i
Cc1nn(-c2ccccc2)c(C)c1C(=O)OCC(=O)N(C)c1ccccc1	i
Cc1ccc2c(CN3CCN(S(=O)(=O)c4ccccc4C(F)(F)F)CC3)cc(=O)oc2c1C	i
Cc1onc(-c2ccccc2)c1C(=O)OCC(=O)Nc1cccc(Cl)c1	i
COc1cccc(/C=C/C(=O)OCC(=O)Nc2nnc(-c3ccccc3)o2)c1OC	i

Taken from the entries so far, two compounds:
Molecule	ANO1 activ
Cc1onc(-c2ccccc2)c1C(=O)OCC(=O)Nc1cccc(Cl)c1	i
COc1cccc(/C=C/C(=O)OCC(=O)Nc2nnc(-c3ccccc3)o2)c1OC	i

Next part.
Molecule	ANO1 activ
COC(=O)C1=C(C)N(Cc2ccccc2)C(=NCCN2CCOCC2)N[C@H]1CCc1ccccc1	i
CC(C)[C@H](NC(=O)OCc1ccccc1)C(=O)OCC(=O)N1CCN(c2ccc(F)cc2)CC1	i
CC(NC(=O)c1ccccc1Cl)C(=O)Nc1ccc2c(c1)OCO2 (centres undefined)	i
C[C@@H]1ON(C)[C@H]2C[C@H]3c4cc(N5CCOCC5)ccc4CCN3C(=O)[C@@H]12	i
CC1(C)CC(NC(=O)C2CCN(S(=O)(=O)c3ccc(Cl)c(C(F)(F)F)c3)CC2)CC(C)(C)N1	i
Cc1ccc(C2=CN(Cc3ccccc3)CCC2=O)cc1	i
O=C(NCCN1C(=O)S/C(=C/c2cccnc2)C1=O)C1=NN(c2ccccc2)C(=O)CC1	i
CCOc1ccc(NC(=O)CN(C)C(=O)c2n[nH]c(=O)c3ccccc23)cc1OCC	i
OC1C2CCC(C2)C1CN1CCOCC1 (centres undefined)	i
Cc1noc(NS(=O)(=O)c2ccc(NC(=O)COc3ccc(C#N)cc3)cc2)c1C	i
C[C@H](CO)N1C[C@H](C)[C@@H](CN(C)S(=O)(=O)c2cn(C)cn2)Oc2ccc(NC(=O)Nc3ccc4c(c3)OCO4)cc2C1=O	i
COc1ccc(CN(C)C(C)C(=O)Nc2ccc(S(=O)(=O)N3CCCCC3)cc2)cc1F (centres undefined)	i
CCOC(=O)[C@H]1[C@H]2COc3ccc(C)cc3[C@@H]2N2C(=O)CN(CC3CCCO3)C(=O)[C@@]12C (some centres undefined)	i
Cc1cccc(OCc2nnc(-c3ccc(F)cc3)o2)c1	i
CCc1ccc(C(=O)CN2C(=O)NC3(CCOc4ccccc43)C2=O)s1 (centres undefined)	i

Next compounds follow.
Molecule	ANO1 activ
O=C1NC(=S)SC1=Cc1ccc(Cl)cc1	i
CC(OC(=O)c1cccc(-n2cnnn2)c1)C(=O)NC1(C#N)CCCCC1 (centres undefined)	i
O=C(NCCc1ccccn1)c1c(-c2ccccc2)sc2ccccc12	i
Cc1ccc(C)c(S(=O)(=O)N2CCN(C(=O)CCC(=O)NCc3ccc(Cl)cc3)CC2)c1	i
COc1ccccc1CNC(=O)C(Cc1ccccc1)NC(=O)c1ccccc1 (centres undefined)	i
O=C(CNC(=O)c1ccc2c(c1)OCO2)NCc1cccs1	i
CCCN(CC(=O)Nc1ccccc1C)C(=O)c1ccc(N2CCCC(C)C2)c([N+](=O)[O-])c1 (centres undefined)	i
CC(C)(C)C1CCC(C(=O)Nc2ccc(N3CCOCC3)cc2N2CCOCC2)CC1 (centres undefined)	i
CCC(C)N(C(=O)CSc1nnc2ccccn12)C1CCS(=O)(=O)C1 (centres undefined)	i
CC(C)NC(=O)N(C)C[C@H]1Oc2c(NS(=O)(=O)c3ccc(F)cc3)cccc2C(=O)N([C@H](C)CO)C[C@@H]1C	i
C=C(CC[C@@H](O)C(C)(C)O)[C@H]1CC[C@]2(C)[C@@H]1CCC1[C@@]3(C)CC[C@H](O)C(C)(C)C3CC[C@]12C (some centres undefined)	i
O=C(CN1CCN(S(=O)(=O)c2cccs2)CC1)N1CCCCC1	i
COc1cc(C(=O)OCC(=O)N(CC(C)C)C2CCS(=O)(=O)C2)cc(OC)c1C (centres undefined)	i
CN(Cc1ccccc1Cl)C(=O)CCNC(=O)c1ccco1	i
COc1ccc(-c2c(-c3cc(OC)cc(OC)c3)n(C)c3ccc(-c4cnc(N)nc4)cc23)cc1	i

Molecules shown so far with a cyano group (4):
Molecule	ANO1 activ
Cc1cc(NS(=O)(=O)c2ccc(NC(=O)COc3ccc(C#N)cc3)cc2)nc(C)n1	i
CCOc1cc(/C=C(/C#N)c2ccc(Cl)cc2)cc(Cl)c1OCC(=O)O	i
Cc1noc(NS(=O)(=O)c2ccc(NC(=O)COc3ccc(C#N)cc3)cc2)c1C	i
CC(OC(=O)c1cccc(-n2cnnn2)c1)C(=O)NC1(C#N)CCCCC1 (centres undefined)	i

Later entries.
Molecule	ANO1 activ
CN(Cc1cccc(Cl)c1Cl)C(=O)c1cc(S(=O)(=O)N2CCOCC2)ccc1F	i
CC(=O)C1(C)CCC2C3C=C(C)C4=CC(=O)CCC4(C)C3CCC21C (centres undefined)	i
CCOC(=O)/C=C1/SCC(=O)N1CC(=O)Nc1cccc(F)c1	i
O=C(CSc1nc2nn(-c3ccccc3)c(=O)c-2c2n1CCCCC2)Nc1ccc(F)cc1F	i
CCCn1c(N)c(C(=O)CSc2nnc(-c3cccs3)n2C2CC2)c(=O)[nH]c1=O	i
COc1cccc(Nc2ncccc2C(=O)NCc2ccccc2)c1	i
CCC1(C2=CCCCC2)C(=O)NC(=O)N=C1N (centres undefined)	i
C[C@H](CO)N1C[C@H](C)[C@@H](CN(C)C(=O)NC2CCCCC2)Oc2c(NC(=O)C3CC3)cccc2C1=O	i
CC(C)C[C@@H]1CN=C(N)N1C[C@@H]1CCCN1C[C@H](C)N1C[C@@H](Cc2ccccc2)N(CCCC2CCCC2)C1=N	i
CCN(C(=O)CSc1nnc(COc2ccccc2F)n1N)c1c(N)n(Cc2ccccc2)c(=O)[nH]c1=O	i
CCN(CC(=O)Nc1c(F)cccc1F)C(=O)c1nc2nc(C)cc(C)n2n1	i
Cc1cc(C)c(S(=O)(=O)N2CCC(C(=O)OCc3c(C)noc3C)CC2)c(C)c1	i
COc1ccc(C(=O)OCC(=O)N2C(C)CCCC2C)cc1S(=O)(=O)N1CCOCC1 (centres undefined)	i
COc1ccc(S(=O)(=O)N2CCOCC2)cc1NC(=O)COC(=O)c1oc2ccccc2c1C	i
CCCOc1ccc(C(=O)Nc2cc(S(=O)(=O)N3CCOCC3)ccc2N2CCN(CC)CC2)cc1OC	i

Continuation.
Molecule	ANO1 activ
COc1cccc(NC(=O)CN(C)C(=O)c2cc(C3CC3)nn2-c2ccccc2)c1	i
CN(C)S(=O)(=O)c1ccc(SCC(=O)Nc2cccc(S(=O)(=O)N3CCCC3)c2)nc1	i
O=C(COC(=O)c1ccccc1F)NCc1ccc2c(c1)OCO2	i
O=[N+]([O-])c1ccccc1Nc1cccc(F)c1	i
CCOC(=O)[C@H]1[C@H]2COc3ccc(Cl)cc3[C@@H]2N2C(=O)CNC(=O)[C@@]12C	i
CCN(CC)c1ccc(NC(=O)c2ccc(S(=O)(=O)N3CCOCC3)cc2)cc1	i
NC(=O)C1CC(=O)N(c2ccc(OCC(=O)Nc3ccc(F)cc3)cc2)C1 (centres undefined)	i
Cc1nc(Cc2nnc(SCC(=O)N3CCN(c4ccccc4)CC3)o2)cs1	i
C[C@H]1CCC(=O)N(CCSc2ccc(Br)cc2)CC1	i
COc1cc(OC)cc(-c2c(-c3cccs3)c3cc(-c4ccc5c(c4)OCCO5)ccc3n2C)c1	i
COCc1c(C(=O)OCc2nc3ccsc3c(=O)[nH]2)oc2ccccc12	i

Screening data as filed in PubChem.
